Screening data (PubChem)
Jurkat NFkB inh: inhibitors of induced NF-kB luciferase reporter, primary screen, TCR NF-kB activation inhibitor project, cell-based, luminescence, uHTS | inhibition, % at 4 µM | 330,000 compounds, 0.53% hits | Jurkat, PMA/ionomycin-induced NF-kB luciferase reporter
UBC13 inh: UBC13 polyubiquitin chain formation inhibitors, primary screen, biochemical, TR-FRET, uHTS; Ubiquitin-conjugating enzyme E2 N (Homo sapiens), P61088; inhibition, % at 20 µM; 330,000 compounds, 0.47% hits; AID 485273, 2010; in the data active means inhibition above about 45%, passing the limit was not always enough
Target sequence (P61088 whole entry, looked up): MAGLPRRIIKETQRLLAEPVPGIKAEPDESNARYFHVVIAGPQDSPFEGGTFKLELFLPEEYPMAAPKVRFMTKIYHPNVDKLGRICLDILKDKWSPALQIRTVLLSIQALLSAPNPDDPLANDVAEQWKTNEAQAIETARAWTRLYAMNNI
CCR6 antagonist: CCR6 receptor antagonists, primary screen, cell-based, CHO-K1, luminescence, beta-arrestin, uHTS; C-C chemokine receptor type 6 (Homo sapiens), P51684; CHO-K1 CCR6 PathHunter beta-arrestin, CCL20-stimulated; inhibition, % at 20 µM; 340,000 compounds, 0.49% hits;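 active means compounds whose inhibition of the agonist-driven luminescence signal at 20 µM reaches about 50%, limit read from the data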;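 further: cells stimulated with CCL20 at 14 nM final; plate controls were DMSO with CCL20 for no effect and DMSO without agonist for full effect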
Target sequence (P51684 whole entry, looked up): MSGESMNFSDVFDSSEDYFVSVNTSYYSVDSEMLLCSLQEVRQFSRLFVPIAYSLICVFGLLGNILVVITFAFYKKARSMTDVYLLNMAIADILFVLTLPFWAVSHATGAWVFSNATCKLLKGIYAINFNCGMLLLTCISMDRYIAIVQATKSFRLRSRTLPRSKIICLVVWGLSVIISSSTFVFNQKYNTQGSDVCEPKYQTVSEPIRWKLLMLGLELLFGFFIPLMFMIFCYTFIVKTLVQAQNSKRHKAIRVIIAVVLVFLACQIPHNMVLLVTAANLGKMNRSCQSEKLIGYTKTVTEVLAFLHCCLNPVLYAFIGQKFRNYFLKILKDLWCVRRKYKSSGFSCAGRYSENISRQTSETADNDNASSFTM
Gli-Sufu antag: Gli-Sufu pathway antagonists, primary screen, luciferase luminescence, Sufu-KO-LIGHT cells, uHTS | Sufu-KO-LIGHT fibroblasts, Gli luciferase reporter luminescence | 340,000 compounds, 0.74% hits | inhibition, % at 5 µM | AID 588413, 2011;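 active means inhibition above about 55%, limit read from the data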;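 further: 0% = DMSO-treated cells and 100% = wells with medium but no cells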
SENP8 block: SENP8 protease inhibitors, primary screen, biochemical, luminescence | AID 2540, 2010 | Sentrin-specific protease 8 (Homo sapiens), Q96LD8 | purified SENP8, Z-RLRGG-aminoluciferin cleavage | inhibition, % at 10 µM | 330,000 compounds, 1.2% hits
Target sequence (Q96LD8 whole entry, looked up): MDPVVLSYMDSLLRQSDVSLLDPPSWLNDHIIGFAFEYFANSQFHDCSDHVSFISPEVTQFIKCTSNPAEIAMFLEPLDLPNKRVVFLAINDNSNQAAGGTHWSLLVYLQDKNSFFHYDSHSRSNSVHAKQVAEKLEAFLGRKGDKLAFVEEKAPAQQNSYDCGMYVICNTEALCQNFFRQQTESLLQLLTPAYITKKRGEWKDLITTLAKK
EBI2 block: EBI2 receptor antagonists, beta-arrestin recruitment, primary screen, cell-based, luminescence, 7a,25-OHC stimulation, uHTS; 7a,25-OHC stimulated; inhibition, % at 5 µM; 360,000 compounds, 0.81% hits; G-protein coupled receptor 183 (Homo sapiens), P32249; in the data active means inhibition above about 38%;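 further: enzyme fragment complementation signal reports receptor beta-arrestin coupling in cells; 0% = agonist plus DMSO wells and 100% = wells without agonist; some results beyond the cut were filed as inactive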
697 NFkB inh: inhibitors of PMA/ionomycin-induced NF-kB reporter, 697 cells, primary screen, B-cell NF-kB inhibitor project, cell-based, luminescence, uHTS; inhibition, % at 4 µM; 697 B-cell NF-kB luciferase reporter, 16 h; 330,000 compounds, 0.33% hits; AID 435022, 2010; in the data active means inhibition above about 35%
Apaf-1 inh: inhibitors of human Apaf-1 apoptosome, primary screen, biochemical, DEVD-Rh110 fluorescence, uHTS; reconstituted apoptosome caspase-3 activity; inhibition, % at 20 µM; Apoptotic protease-activating factor 1 (Homo sapiens), O14727; AID 489030, 2010; 330,000 compounds, 0.71% hits; active means inhibition of at least 40% at 20 µM;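 further: plate controls were DMSO wells for no effect and DEVD-CHO caspase inhibitor wells for full effect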
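Material: reconstituted apoptosome with Apaf-1, cytochrome c, caspase-9, procaspase-3, dATP; medium: pH 7.5 Hepes buffer with CHAPS, BSA, DTT; also added: cytochrome c and DEVD-Rh110 substrate; timing: 30 min plus 50 min, RT; signal: Rh110 fluorescence intensity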
* marks the source's active call; other numbers are inactive results; . = not tested or not shown. Unless noted, no stated cut-off is given here; in the data, active means inhibition above about 50%; inactive means the rest. Some of the compounds tested; rates above refer to the full screens.

1. COc1cccc(CNC(=O)c2ccc(NC(=O)CC3SC(N4CCCCC4)=NC3=O)cc2)c1 (stereo not drawn)
2. COc1ccccc1CCC(=O)N1CCN(C(=O)c2ccccc2)CC1
3. Cc1cc(NCc2ccc(F)cc2Cl)n2nnnc2n1
4. COc1ccc(N2CCN(C(=O)CN(C3CCCCC3)S(C)(=O)=O)CC2)cc1
5. COC(=O)c1ccc(-c2c(-c3ccccc3)ncc3cc(OC)c(OC)cc23)cc1
6. Cc1oc(C(C)(C)C)cc1C(=O)Nc1ccc(N2CCOCC2)cc1
assay / entry,1,2,3,4,5,6
Jurkat NFkB inh,-1,24,4,8,-22,-13
UBC13 inh,11,0,-8,-2,3,-8
CCR6 antagonist,7,5,18,-6,19,2
Gli-Sufu antag,-5,-8,4,3,2,11
SENP8 block,-2,-1,5,6,-16,5
EBI2 block,-5,-7,2,7,6,4
697 NFkB inh,16,5,8,19,-22,-22
Apaf-1 inh,1,1,1,-16,32,9

7. O=C(CNc1cccc2ccccc12)N/N=C/c1cccc(Oc2ccccc2)c1
8. Cc1cc(SCC(=O)OCC(=O)NC(C)c2ccccc2)c(C)cc1Br (stereo not drawn)
9. Nc1ccnc(=O)[nH]1
10. N#Cc1nc(-c2ccco2)oc1N1CCN(C(c2ccccc2)c2ccccc2)CC1
11. CC(=O)N1CCN(C(=S)c2cccc([N+](=O)[O-])c2)CC1
12. CCN(CC)CCNC(=O)NC1CCCCC1
assay / entry,7,8,9,10,11,12
Jurkat NFkB inh,6,3,6,-5,-6,-10
UBC13 inh,-26,0,4,-3,12,3
CCR6 antagonist,2,-5,-3,16,-1,11
Gli-Sufu antag,-1,2,-1,9,-7,1
SENP8 block,51*,-22,4,-7,4,3
EBI2 block,3,-2,-1,2,-12,-3
697 NFkB inh,-9,-9,10,-5,22,-11
Apaf-1 inh,18,33,-10,-5,-8,-12

13. CC1(C)[C@H]2CC=C(CN3CCC(N4CCC(C(=O)N5CCCC5)CC4)CC3)[C@@H]1C2
14. Cc1cc(Cl)c(S(=O)(=O)N2CCCCCC2)cc1OCC(N)=O
15. CC(=O)c1ccc(-c2ccc(C(=O)N3CCN(c4ccc(F)cc4)CC3)o2)cc1
16. CCCn1c(SCC(=O)N2CCCC(C)C2)nnc1-c1ccccn1 (stereo not drawn)
17. COc1cc(-n2c(=O)c3ccccc3n(Cc3cc(=O)n4ccccc4n3)c2=O)cc(OC)c1OC
18. Cc1cc(NC(=O)COC(=O)[C@H](Cc2c[nH]c3ccccc23)NC(=O)c2ccc(F)cc2)no1
assay / entry,13,14,15,16,17,18
Jurkat NFkB inh,25,8,14,11,4,3
UBC13 inh,-3,-6,-7,-1,6,-5
CCR6 antagonist,-3,-4,-4,19,4,-33
Gli-Sufu antag,28,3,-6,-2,4,-3
SENP8 block,0,3,-5,2,-2,2
EBI2 block,0,3,10,-2,-10,-1
697 NFkB inh,17,-1,-25,4,0,-3
Apaf-1 inh,8,8,13,-12,-8,5

19. O=C(/C=C/c1ccc([N+](=O)[O-])cc1)NCC1CCCO1 (stereo not drawn)
20. COC(=O)c1ccc(CSc2nnc(SCc3ccc(C(=O)OC)o3)s2)o1
21. CCC1C=C(c2ccccc2)C=CN=C1N(CC)CC (stereo not drawn)
22. CCCN(CC(=O)Nc1ccccc1C)C(=O)CCNC(=O)c1ccccc1Cl
23. Cc1cn(S(=O)(=O)c2ccccc2[N+](=O)[O-])cn1
24. O=c1c(-c2ccccc2)nc(-c2ccccc2)cn1O
assay / entry,19,20,21,22,23,24
Jurkat NFkB inh,-10,-7,7,0,15,-8
UBC13 inh,-12,0,0,0,-1,3
CCR6 antagonist,2,5,2,6,-17,-6
Gli-Sufu antag,0,-3,5,.,-10,20
SENP8 block,-7,3,4,-3,-7,7
EBI2 block,4,-3,4,-5,-3,-1
697 NFkB inh,10,-46,-20,16,8,1
Apaf-1 inh,5,-1,-3,2,-4,-5

An excerpt of these results, with two lines to a compound.
Values run as follows: Jurkat NFkB inh | UBC13 inh | CCR6 antagonist | Gli-Sufu antag | SENP8 block | EBI2 block | 697 NFkB inh | Apaf-1 inh
[19] O=C(/C=C/c1ccc([N+](=O)[O-])cc1)NCC1CCCO1 (stereo not drawn)
 : -10 | -12 | 2 | 0 | -7 | 4 | 10 | 5
[23] Cc1cn(S(=O)(=O)c2ccccc2[N+](=O)[O-])cn1
 : 15 | -1 | -17 | -10 | -7 | -3 | 8 | -4

Further results.
25. CCCCc1ccc(NC(=O)N[C@H](C(=O)O)C(C)C)cc1
26. CC(=O)c1cnc2c(-c3ccccc3)c(-c3ccccc3)nn2c1C
27. COc1cc(CN2CCNC(=O)C2CC(=O)N(C)CCN2CCOCC2)cc(OC)c1 (stereo not drawn)
28. CC(=O)c1ccc(NC(=S)N2CCC(O)CC2)cc1
29. Cc1[nH]c2ccccc2c1/C=C/C(=O)c1ccncc1
30. C[C@]1(C(=O)NCCN2CCOCC2)C=C[C@@H](Cc2ccccc2)N1C(=O)c1ccccc1
assay / entry,25,26,27,28,29,30
Jurkat NFkB inh,12,-24,12,2,-3,8
UBC13 inh,-7,17,1,-9,-146,5
CCR6 antagonist,5,18,11,25,8,-2
Gli-Sufu antag,4,-1,-38,-1,2,2
SENP8 block,-4,3,-10,-10,0,3
EBI2 block,-20,8,5,-3,-17,2
697 NFkB inh,12,-21,12,4,-37,17
Apaf-1 inh,6,-1,0,3,-1,-1

31. CN(C)S(=O)(=O)c1ccc(Cl)c(C(=O)NCC2CCCCC2)c1
32. CCOC(=O)c1sc(NC(=O)CSc2nncs2)c(C(=O)OCC)c1C
33. CN(C)c1ccc(P(=O)(OC2CCCCC2)C(O)c2ccncc2)cc1 (stereo not drawn)
34. CCCCC(C(=O)O)C(C)CC(=O)NNC(=O)c1ccco1 (stereo not drawn)
35. O=C(C1=C[C@@H](c2ccccc2)C[C@@H](OCCCCO)O1)N1CCN(Cc2ccc3c(c2)OCO3)CC1
36. O=C(NCc1cccs1)C1CCN(S(=O)(=O)c2cccs2)CC1
assay / entry,31,32,33,34,35,36
Jurkat NFkB inh,-6,-1,-13,23,-4,-8
UBC13 inh,-4,-9,-6,-1,-2,0
CCR6 antagonist,8,1,-1,12,3,11
Gli-Sufu antag,-4,15,3,0,19,-20
SENP8 block,-10,-13,0,5,-1,1
EBI2 block,1,3,-1,-3,9,7
697 NFkB inh,-15,-11,-11,3,-2,12
Apaf-1 inh,9,16,-14,-6,0,5

37. CC(C(=O)c1ccccc1)[n+]1cccc(Br)c1 (stereo not drawn)
38. Cc1nn(C(C)C(=O)NC(C)CCc2ccccc2)c(=O)c2cc3occc3n12 (stereo not drawn)
39. Cc1ccc(C2CC(=O)N3CN(Cc4ccco4)CSC3=C2C#N)cc1 (stereo not drawn)
40. CC(C)(C)c1ccc(S(=O)(=O)N2CCCC2C(=O)N2CCOCC2)cc1 (stereo not drawn)
41. COc1cc(C(=O)N2CCN(c3ccccc3)CC2)c([N+](=O)[O-])cc1OC
42. O=C(O)CSc1nnc(CSc2nc3ccccc3s2)n1-c1ccccc1
assay / entry,37,38,39,40,41,42
Jurkat NFkB inh,-6,17,1,-6,4,-14
UBC13 inh,8,-8,-28,0,-6,-9
CCR6 antagonist,0,9,11,2,8,-3
Gli-Sufu antag,10,-8,10,0,-3,2
SENP8 block,15,7,-2,-7,3,-5
EBI2 block,1,1,-2,0,-2,2
697 NFkB inh,21,-2,-23,-3,17,-10
Apaf-1 inh,-6,10,22,-5,-5,5

43. COc1ccc(N(CC(=O)N2CCN(c3ccccc3F)CC2)S(=O)(=O)c2ccc(C)cc2)cc1
44. Cc1nc2ncnn2c(C)c1CCC(=O)NCCCN1CCN(c2cccc(Cl)c2)CC1
45. CCCC(=O)Nc1nc(-c2ccccc2)ns1
46. CCOc1ccc(N(CC(=O)N/N=C/c2ccccn2)S(=O)(=O)c2ccc(Cl)cc2)cc1
47. O=c1cc(CN2CCN(S(=O)(=O)c3ccccc3)CC2)nc2sccn12
48. FC(F)(F)c1cc(-c2ccccc2)nc2ncnn12
assay / entry,43,44,45,46,47,48
Jurkat NFkB inh,17,-4,-41,7,-2,7
UBC13 inh,-2,-1,11,-17,3,6
CCR6 antagonist,32,-11,-10,19,-20,10
Gli-Sufu antag,1,-5,-78,-1,-10,3
SENP8 block,-9,-13,0,-9,10,-1
EBI2 block,9,1,-4,5,-7,-3
697 NFkB inh,4,8,-31,7,12,11
Apaf-1 inh,5,-3,-1,29,-4,-4

49. Nc1nc2ccccc2n1C(=O)c1cccs1
50. Cc1cccc(N2CCN(Cc3ccoc3)CC2)c1C
51. Cc1cc(C)nc(SCc2cn3c(C)cc(C)nc3n2)n1
52. FC(F)Oc1ccccc1NC(=S)Nc1cccc(Cl)c1Cl
53. COc1ccc(/C=N/Nc2cc(C)nc(N3CCOCC3)n2)c(OC)c1
54. CCc1cccc(CC)c1N(COC)C(=O)Cn1c(C(C)O)nc2ccccc21 (stereo not drawn)
55. Cc1cc(C2=NNC(=Nc3ccccc3)SC2)c(C)n1C
assay / entry,49,50,51,52,53,54,55
Jurkat NFkB inh,-138,1,-4,8,-8,-29,-30
UBC13 inh,9,0,6,0,-3,-9,-2
CCR6 antagonist,16,16,-7,13,4,2,16
Gli-Sufu antag,-63,5,6,29,-4,3,-53
SENP8 block,58*,1,0,-4,-4,-12,2
EBI2 block,-2,-2,3,-10,-7,-1,-2
697 NFkB inh,-138,-6,7,-5,-1,1,10
Apaf-1 inh,5,-24,-7,2,1,-6,5

Among those listed so far, these contain a Cl atom:
3. Cc1cc(NCc2ccc(F)cc2Cl)n2nnnc2n1
14. Cc1cc(Cl)c(S(=O)(=O)N2CCCCCC2)cc1OCC(N)=O
22. CCCN(CC(=O)Nc1ccccc1C)C(=O)CCNC(=O)c1ccccc1Cl
31. CN(C)S(=O)(=O)c1ccc(Cl)c(C(=O)NCC2CCCCC2)c1
44. Cc1nc2ncnn2c(C)c1CCC(=O)NCCCN1CCN(c2cccc(Cl)c2)CC1
46. CCOc1ccc(N(CC(=O)N/N=C/c2ccccn2)S(=O)(=O)c2ccc(Cl)cc2)cc1
52. FC(F)Oc1ccccc1NC(=S)Nc1cccc(Cl)c1Cl
assay / entry,3,14,22,31,44,46,52
Jurkat NFkB inh,4,8,0,-6,-4,7,8
UBC13 inh,-8,-6,0,-4,-1,-17,0
CCR6 antagonist,18,-4,6,8,-11,19,13
Gli-Sufu antag,4,3,.,-4,-5,-1,29
SENP8 block,5,3,-3,-10,-13,-9,-4
EBI2 block,2,3,-5,1,1,5,-10
697 NFkB inh,8,-1,16,-15,8,7,-5
Apaf-1 inh,1,8,2,9,-3,29,2
